mIAP act = mouse IAP activation | muIAP, CDP-Star luminescence, 30 min; active compounds read high; 1 = vehicle-only enzyme signal, 0 = enzyme-free wells | activation factor at 10 µM | 330,000 tested, 0.24% active | AID 2805;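 active means activation factor of at least 2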; further: the source names both 10 and 20 µM as test concentration; values of inactives mirror those of a sister screen read the other way
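Assay system: mouse IAP enzyme; Reagent: CDP-Star chemiluminescent phosphatase substrate; Compound: DMSO-dissolved test compounds; Incubation: 30 min, room temperature; Technique: luminescence from enzymatic CDP-Star hydrolysis; Controls: DMSO-only wells and no-enzyme negative control.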
hIAP act = human IAP activation. AID 2524. purified human IAP, CDP-Star luminescence, 30 min; active compounds read high; 1 = vehicle-only enzyme, 0 = enzyme-free background. activation factor at 10 µM. 330,000 tested, 0.16% active;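 active means activation factor of the enzyme at least 2-fold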; further: the source names both 10 and 20 µM as test concentration; values of inactives mirror those of a sister screen read the other way
Target sequence (P09923 whole entry, looked up): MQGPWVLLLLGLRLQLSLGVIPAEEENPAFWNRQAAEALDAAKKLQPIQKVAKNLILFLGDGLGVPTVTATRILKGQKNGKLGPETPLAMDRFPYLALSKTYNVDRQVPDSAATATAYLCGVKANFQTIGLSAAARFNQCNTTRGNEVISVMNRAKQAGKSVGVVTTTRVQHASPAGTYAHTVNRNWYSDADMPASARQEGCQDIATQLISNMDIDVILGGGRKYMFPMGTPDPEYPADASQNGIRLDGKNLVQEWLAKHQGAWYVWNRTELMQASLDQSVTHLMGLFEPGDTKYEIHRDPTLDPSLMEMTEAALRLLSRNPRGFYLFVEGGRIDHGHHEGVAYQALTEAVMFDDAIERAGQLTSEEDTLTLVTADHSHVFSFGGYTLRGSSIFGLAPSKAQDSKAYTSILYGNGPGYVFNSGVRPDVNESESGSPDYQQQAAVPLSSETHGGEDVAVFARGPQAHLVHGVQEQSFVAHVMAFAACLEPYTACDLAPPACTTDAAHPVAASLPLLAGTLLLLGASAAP
MPTP block = permeability transition pore inhibition; inhibition, % at 10 µM; 360,000 tested, 1.4% active; isolated mouse mitochondria, Ca2+ swelling absorbance, 30 min;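 active means inhibition of 50% or more, scaled per plate between neutral and stimulator controls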;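 further: 0% = DMSO wells given calcium and 100% = 1 mM EGTA wells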
hIAP inh = human IAP inhibition; P09923; purified IAP, CDP-Star luminescence, 30 min; inhibition, % at 10 µM; 330,000 tested, 0.12% active; AID 2544;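 active means inhibition reaching a set limit with compound at 10 µM in the primary screen, cut at about 35% in these data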;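 further: plate controls were DMSO wells with enzyme for no effect and no-enzyme buffer wells for full effect; values of inactives mirror those of a sister screen read the other way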
beta cell repl = inducers of beta-cell replication in MIN6 cells | MIN6 cells proliferation, ATPlite luminescence, 48 h; cells starved in 0.2% serum; 100% = growth in 10% serum | 330,000 tested, 0.29% active | proliferation, % at 10 µM;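 active means compounds whose signal lies at least 3.5 SD above the mean of all wells on their plate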;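 further: 0% = DMSO-treated cells in low-serum medium and 100% = 10% serum control; some compounds called inactive have numbers as strong as hits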
APOBEC3G inh = inhibitors of human APOBEC3G DNA deaminase; Q9HC16; recombinant A3G, ssDNA deamination FAM/TAMRA fluorescence; inhibition, % at 20 µM; 330,000 tested, 0.28% active;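 active means inhibition of at least 40% at 20 µM, with no more than 30% in the related APOBEC3A deaminase screen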;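 further: plate controls were DMSO wells with A3G for no effect and wells lacking A3G enzyme for full effect; some compounds called inactive have numbers as strong as hits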
Target sequence (Q9HC16 whole entry, looked up): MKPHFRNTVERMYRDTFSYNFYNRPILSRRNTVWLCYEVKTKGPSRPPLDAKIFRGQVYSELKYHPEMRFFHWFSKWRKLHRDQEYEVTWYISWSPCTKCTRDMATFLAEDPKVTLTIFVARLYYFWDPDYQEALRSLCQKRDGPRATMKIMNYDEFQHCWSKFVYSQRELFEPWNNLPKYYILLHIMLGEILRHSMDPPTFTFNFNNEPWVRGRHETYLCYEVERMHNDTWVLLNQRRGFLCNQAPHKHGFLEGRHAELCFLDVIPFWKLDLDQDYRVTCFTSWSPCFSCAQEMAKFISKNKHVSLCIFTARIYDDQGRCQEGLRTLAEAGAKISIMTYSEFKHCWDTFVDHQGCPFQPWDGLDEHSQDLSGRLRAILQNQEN
mIAP inh = mouse IAP inhibition; purified mouse IAP, CDP-Star luminescence, 30 min; inhibition, % at 10 µM; 330,000 tested, 0.2% active; AID 2806;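 active means inhibition of at least 40% at 10 µM in the primary screen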;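 further: plate controls were DMSO with enzyme for no effect and no enzyme wells for full effect; values of inactives mirror those of a sister screen read the other way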
NR3A LBD binder = modulates the human NR3A ligand-binding domain. 340,000 tested, 2.5% active. Tm shift relative to glycine control, % at 25 µM. NR3A LBD differential scanning fluorimetry, Tm shift; 0% = protein alone, 100% = glycine-bound protein;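 active means melting temperature shift of at least 10% of the positive control shift, at one fixed dose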
APOBEC3A inh = inhibitors of human APOBEC3A DNA deaminase. inhibition, % at 20 µM. 330,000 tested, 0.41% active. recombinant A3A, FAM/TAMRA ssDNA deamination fluorescence;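 active means at least 40% inhibition at 20 µM here, with at most 30% in a related deaminase screen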;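 further: plate controls were A3A with DMSO for no effect and wells lacking A3A enzyme for full effect; some results filed as inactive read as strong as hits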
Target sequence (P31941 whole entry, looked up): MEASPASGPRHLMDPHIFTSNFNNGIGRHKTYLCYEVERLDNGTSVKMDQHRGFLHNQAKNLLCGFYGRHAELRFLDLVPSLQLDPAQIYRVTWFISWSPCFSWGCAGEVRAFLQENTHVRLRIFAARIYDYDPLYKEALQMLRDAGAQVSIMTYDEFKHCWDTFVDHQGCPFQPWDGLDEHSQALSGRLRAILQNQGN
* marks the source's active call; other numbers are inactive results; x = not tested or not shown.

SMILES | mIAP act | hIAP act | MPTP block | hIAP inh | beta cell repl | APOBEC3G inh | mIAP inh | NR3A LBD binder | APOBEC3A inh
COc1cc2cc(CN(CCO)S(=O)(=O)c3ccccc3Cl)c(=O)[nH]c2cc1OC | 1.1 | 0.89 | 0.5 | 11 | -3 | -4 | -8 | 2 | 0
Cc1cccc(CNS(=O)(=O)c2ccc(-c3ccc(=O)[nH]n3)s2)c1 | 0.94 | 0.77 | -1.6 | 23 | 2 | -3 | 6 | -2 | -2
CC(=O)c1cc(-c2ccccc2)n(CC(=O)Nc2ccc(C)c(C)c2)c1C | 1.9 | 1 | 8.3 | -2 | 0 | -7 | -87 | 0 | -1
Nc1ccc2nc(-c3ccccn3)[nH]c2c1 | 0.98 | 1 | -0.8 | -3 | -3 | 30 | 2 | -2 | 8
COc1ccc(C(NC(=O)C2CCCCC2)c2c(O)ccc3ccccc23)cc1 (stereo unspecified) | 0.93 | 1 | 81* | -4 | -6 | 13 | 7 | 2 | -1
CCOC(=O)CSc1nnc(Cn2nnc(-c3ccccc3)n2)n1C | 0.93 | 0.9 | -0.2 | 10 | 0 | -3 | 7 | 2 | 3
CCN(CC)c1ccc(NC(=O)COC(=O)Cc2ccsc2)cc1 | 0.97 | 1.1 | -1.2 | -9 | -1 | -10 | 3 | 3 | -1
CCOc1cc2[nH]c(=S)n(CCc3ccc(OC)c(OC)c3)c(=O)c2cc1OCC | 0.88 | 0.9 | 1.9 | 10 | -3 | 1 | 12 | 4 | -1
COc1ccc(NC(=O)N(Cc2ccc(C)cc2)Cc2ccccn2)c(OC)c1 | 1.1 | 1 | -0.9 | -2 | 8 | -4 | -8 | -1 | 3
O=C(Cn1c(=O)cnc2ccccc21)N1CCN(S(=O)(=O)c2ccccc2Br)CC1 | 1.1 | 1.1 | -1.0 | -8 | 0 | 14 | -7 | 1 | 5
Cc1ccc(-n2c(C)cc(C=C(C#N)C#N)c2C)cc1 | 0.97 | 1.1 | -0.2 | -6 | -2 | -5 | 3 | 1 | -3
CSCCC(NC(=O)c1ccccc1Br)C(=O)NCC(c1ccco1)N1CCCCC1 (stereo unspecified) | 1.1 | 1.2 | 0.4 | -24 | -2 | -7 | -9 | 1 | -3
COc1ccc(/C=C(\C#N)C(=O)OCC(=O)Nc2ccc(C(C)(C)C)cc2)cc1 | 0.95 | 0.84 | 0.8 | 16 | 0 | -8 | 5 | -4 | -1
CN(C)[C@@H](CO)c1nnc([C@H](CCC(=O)O)NC(=O)C2CCNCC2)o1 | 1 | 1.2 | 0.9 | -20 | 0 | -4 | -1 | 1 | 4
COc1ccc(NC(=O)Nc2ccc(N3CCOCC3)c3nonc23)c(OC)c1 | 0.9 | 1 | -2.2 | -1 | -1 | -6 | 10 | 1 | 0
O=C(Nc1ccc(Cl)cc1)Nc1csc([N+](=O)[O-])c1 | 0.79 | 0.88 | 79* | 12 | -3 | -5 | 21 | 33* | -2
CC(C)(C)c1cc(NC(=O)COC(=O)c2nccnc2N)n(-c2ccccc2)n1 | 0.97 | 1 | -0.6 | -2 | -4 | -7 | 3 | 1 | 0
O=C(Nc1cccc([N+](=O)[O-])c1)Nc1ccc2c(c1)CCC2 | 0.89 | 1 | 86* | 0 | -7 | -2 | 11 | 34* | -1
COc1ccc(Cn2c(CCCO)nc3ccccc32)cc1OC | 1.1 | 1.3 | 2.0 | -28 | 5.7* | -7 | -8 | 0 | 0
O=C(NN=C1CCCCCC1)NC1CCCCC1 | 1.1 | 1 | -0.2 | -3 | 0 | -2 | -9 | -9 | 2
O=[N+]([O-])c1ccc(OCC(O)CNCCNc2nccc(C(F)(F)F)n2)cc1 (stereo unspecified) | 1 | 1.1 | -1.0 | -6 | -3 | -13 | -4 | 0 | -5
C=CCC(CC(O)COCCC)C(=O)NNC(=S)Nc1ccccc1 (stereo unspecified) | 1 | 1.1 | 3.9 | -8 | 0 | -3 | -4 | 10* | -4
CC(C)COC(=O)n1c(SCC(=O)N(C)C)nc2ccccc21 | 1 | 1 | 0.2 | -3 | 1 | -1 | -3 | -2 | -2
COc1ccccc1N1C(=NC(=O)C2CCCCC2)SC2CS(=O)(=O)CC21 (stereo unspecified) | 1 | 1.2 | -0.4 | -21 | 1 | -3 | -3 | -3 | 0
COc1ccc(-c2cc(-c3ccc(O)cc3)nc(N)c2C#N)cc1 | 0.96 | 1 | 1.4 | -4 | -2 | -5 | 4 | 5 | -1
CN(C)CCCNS(=O)(=O)c1ccc(Oc2ncc(C(F)(F)F)cc2Cl)cc1 | 1.1 | 1.2 | 1.2 | -16 | -4 | -7 | -13 | -1 | -3
OCCC1CN(CC2CCCCC2)CCN1C1CCCC1 (stereo unspecified) | 1 | 1.2 | 0.9 | -21 | -1 | -6 | -4 | 0 | 0
O=C(CCc1nc(-c2ccccc2)no1)NCC1CCCO1 (stereo unspecified) | 0.91 | 0.98 | 0.7 | 2 | -2 | -2 | 10 | 4 | 2
CN1CCN(C(CC(=O)Nc2cccc(O)c2)C(=O)O)CC1 (stereo unspecified) | 1 | 0.87 | x | 13 | -2 | -7 | -3 | x | -4
CC(C)CCc1noc(CN2CCN(c3ccc(Cl)cn3)CC2)n1 | 1.1 | 1 | 0.5 | -2 | -3 | -2 | -8 | -1 | 0

In the list so far, 2 have a tert-butyl group.
SMILES | mIAP act | hIAP act | MPTP block | hIAP inh | beta cell repl | APOBEC3G inh | mIAP inh | NR3A LBD binder | APOBEC3A inh
COc1ccc(/C=C(\C#N)C(=O)OCC(=O)Nc2ccc(C(C)(C)C)cc2)cc1 | 0.95 | 0.84 | 0.8 | 16 | 0 | -8 | 5 | -4 | -1
CC(C)(C)c1cc(NC(=O)COC(=O)c2nccnc2N)n(-c2ccccc2)n1 | 0.97 | 1 | -0.6 | -2 | -4 | -7 | 3 | 1 | 0

Later entries.
SMILES | mIAP act | hIAP act | MPTP block | hIAP inh | beta cell repl | APOBEC3G inh | mIAP inh | NR3A LBD binder | APOBEC3A inh
COc1ccc2nc(SCC(=O)NC3CCCCC3)[nH]c2c1 | 1 | 0.95 | -0.5 | 5 | 3 | -12 | -1 | 1 | -3
O=C(C1=C(O)C(=O)N(c2ncccn2)C1c1ccc(F)cc1)c1ccco1 (stereo unspecified) | 0.95 | 0.85 | 2.9 | 15 | 0 | 1 | 5 | 1 | 1
CN1C(=O)C2(C(C#N)=C(N)Oc3n[nH]c(-c4ccc(Cl)cc4)c32)c2ccccc21 (stereo unspecified) | 0.94 | 1.2 | -11 | -22 | 0 | -1 | 6 | 3 | 1
CN(C)/C=C/C(=O)c1ncc(C(F)(F)F)cc1Cl | 0.92 | 1.1 | -0.2 | -5 | 0 | -12 | 8 | 1 | -3
CC(=O)Nc1cc(C(=O)N(C)Cc2ccccc2)ccc1S(=O)(=O)c1ccc(C)cc1 | 0.9 | 0.89 | 2.4 | 11 | 13* | -8 | 10 | 3 | -4
O=C1C2C3C=CC(CC3)C2C(=O)N1c1ccc([N+](=O)[O-])cc1 (stereo unspecified) | 0.76 | 1 | 1.6 | -1 | -4 | 7 | 24 | 1 | 3
CCOCCCNC(=O)C(c1ccc(C)cc1)N(Cc1ccc2c(c1)OCO2)C(=O)c1ccccn1 (stereo unspecified) | 0.93 | 0.94 | 1.0 | 6 | 0 | -6 | 7 | 1 | -2
O=C(c1cccs1)N1CCN(S(=O)(=O)c2ccccc2)CC1 | 1 | 1.1 | -0.1 | -9 | -1 | 1 | -4 | 0 | 1
COc1ccc(NC(=O)c2ccc([N+](=O)[O-])s2)c([N+](=O)[O-])c1 | 0.79 | 0.83 | -1.1 | 17 | -3 | -5 | 21 | 5 | -2
Cc1ccc(N2C(=O)C3CC3C2=O)cc1 (stereo unspecified) | 0.96 | 0.87 | -0.9 | 13 | 4 | -5 | 4 | 1 | 1
COc1ccc(-c2nc3n(n2)C(c2ccccc2Cl)C(C(N)=O)=C(C)N3)cc1 (stereo unspecified) | 0.95 | 1 | -0.7 | 0 | 2 | -7 | 4 | 0 | -2
COc1ccc(S(=O)(=O)NCC(=O)N(CC(=O)NCc2ccco2)Cc2ccccc2)cc1 | 1 | 1.1 | 0.7 | -14 | 0 | -7 | -1 | 0 | 0
NC(=O)CC[C@@H]1NC(=O)[C@H](CO)NC(=O)c2cc([N+](=O)[O-])cc(I)c2NCC[C@@H](C(N)=O)NC(=O)[C@H](Cc2ccc(O)cc2)NC1=O | 0.92 | 1 | x | -3 | 0 | -9 | 8 | x | 3
C=CCc1cccc(CNc2cnc3ccccc3c2)c1O | 1 | 1.1 | 89* | -8 | -5 | -11 | -2 | -13 | -5
Cc1cc(C)c(NC(=O)Cn2nnc(C(=O)NCc3ccc4c(c3)OCO4)c2N)c(C)c1 | 0.98 | 0.93 | -0.7 | 7 | 0 | 1 | 2 | 5 | -2
Cc1ccc(-c2c(C)sc3nc(CN4CCN(CC(=O)NC5CC5)CC4)[nH]c(=O)c23)cc1 | 0.99 | 1.1 | -0.4 | -7 | -3 | -10 | 1 | 2 | -6
O=C(COC(=O)CCN1C(=O)c2cccc([N+](=O)[O-])c2C1=O)NCc1ccccc1 | 1.1 | 1.2 | -1.6 | -18 | -2 | -6 | -13 | -1 | 8
CC1(OCON)CCCc2ccccc21 (stereo unspecified) | 1.1 | 1.1 | 0.2 | -11 | -6 | -7 | -9 | -1 | -3
CC(CC(=O)N(C)c1c(N)n(Cc2ccccc2)c(=O)[nH]c1=O)c1ccccc1 (stereo unspecified) | 1 | 0.96 | -0.7 | 4 | 5 | -5 | -5 | 0 | 0
O=C(CCN1C(=O)C2C3C=CC(C3)C2C1=O)NCCc1ccccc1 (stereo unspecified) | 1 | 1.4 | 0.9 | -36 | -4 | -3 | -1 | 1 | -3
CC(CNC(=O)C1CCCCC1)NC(=O)C1CCCCC1 (stereo unspecified) | 0.92 | 0.99 | 0.5 | 1 | -1 | -1 | 8 | 2 | -1
Cc1ccc(C(=O)CCC(=O)Nc2ccccc2C)c(C)c1 | 1.1 | 0.85 | -0.1 | 15 | 1 | -7 | -6 | 1 | -3
O=C(NCCCCl)C1CC(=O)N(CCc2ccc(F)cc2)C1 (stereo unspecified) | 0.98 | 1.3 | 0.5 | -26 | -2 | -5 | 2 | 0 | -3
O=C(NC1CCCCCC1)C(=S)NCc1ccccc1 | 1 | 1.2 | 0.8 | -20 | -4 | 5 | 0 | 3 | -2
CCOC(=O)c1[nH]c2c(c1-c1ccccc1)C(=O)CC(c1ccc(OC)c(OC)c1)C2 (stereo unspecified) | 1.1 | 1 | 0.1 | 0 | -2 | -6 | -13 | 0 | -3
CC1=NN(C(=O)CCc2ccccc2)C(c2ccccc2)C1 (stereo unspecified) | 0.93 | 1.1 | 0.7 | -7 | -1 | -8 | 7 | 0 | 33
Cc1ccc(C)c(NC(=O)C(=O)NCc2ccccn2)c1 | 0.97 | 1.5 | 0.9 | -50 | -1 | -6 | 3 | -1 | -3
Cc1onc(-c2ccccc2)c1-c1ccnc(N)n1 | 1 | 0.99 | 1.5 | 1 | -4 | -5 | -3 | -1 | -2

Entries from the list above that have a furan ring, fused or not, in the order listed:
SMILES | mIAP act | hIAP act | MPTP block | hIAP inh | beta cell repl | APOBEC3G inh | mIAP inh | NR3A LBD binder | APOBEC3A inh
CSCCC(NC(=O)c1ccccc1Br)C(=O)NCC(c1ccco1)N1CCCCC1 (stereo unspecified) | 1.1 | 1.2 | 0.4 | -24 | -2 | -7 | -9 | 1 | -3
O=C(C1=C(O)C(=O)N(c2ncccn2)C1c1ccc(F)cc1)c1ccco1 (stereo unspecified) | 0.95 | 0.85 | 2.9 | 15 | 0 | 1 | 5 | 1 | 1
COc1ccc(S(=O)(=O)NCC(=O)N(CC(=O)NCc2ccco2)Cc2ccccc2)cc1 | 1 | 1.1 | 0.7 | -14 | 0 | -7 | -1 | 0 | 0

Bioassay records deposited in PubChem BioAssay by Sanford-Burnham Center for Chemical Genomics.
